Rab9 prom act = activators of Rab9 promoter. Huh7 Rab9 promoter-luciferase reporter, luminescence, 24 h. Potency, µM (highest dose often 9.22 µM), for the others: top-dose activation, negative = inhibition, actives largely listed as activators. 2.8% of 320,000 active; also: potency is read from the fitted curve at half-maximal effect; % of control where 0% means no effect; nearly all actives have a fitted effect of over 60% in size
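Cells were plated at 1500 per well in reduced-serum medium with 10% FBS and left 2 h. Compound in DMSO was then added for 24 h at 37 °C. Reporter signal was read by luminescence after 10 min with luciferase detection reagent.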
VP16 counter = Gal4-VP16 reporter inhibition counter-screen; Drosophila S2 Gal4-VP16 UAS-luciferase, luminescence, 20 h; Potency, µM (titrated, usually from 53.6 µM), for the others: top-dose activity, negative = inhibition, actives largely listed as inhibitors; 3.5% of 310,000 active;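 also: Gal4-VP16 expression switched on by copper sulfate through the metallothionein promoter; potency is read from the fitted curve at half-maximal effect; % is scaled to controls: 0 for no effect and ±100 for the full control effect; nearly all actives have a fitted effect of over 50% in size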
RORgamma inh = ROR gamma (mouse) transcription inhibition. Potency, µM (titrated, usually from 53.6 µM), inactives show at the highest dose activity change, negative = inhibition, most hits filed as inhibitors. Drosophila S2 Gal4-RORgamma UAS-luciferase reporter, 20 h. 5.4% of 310,000 active. AID 2551; also: potency is read from the fitted curve at half-maximal effect; % is scaled to controls: 0 for no effect and ±100 for the full control effect; nearly all actives have a fitted effect of over 60% in size
Target sequence (P51450 whole entry, looked up, the tested form may be a part): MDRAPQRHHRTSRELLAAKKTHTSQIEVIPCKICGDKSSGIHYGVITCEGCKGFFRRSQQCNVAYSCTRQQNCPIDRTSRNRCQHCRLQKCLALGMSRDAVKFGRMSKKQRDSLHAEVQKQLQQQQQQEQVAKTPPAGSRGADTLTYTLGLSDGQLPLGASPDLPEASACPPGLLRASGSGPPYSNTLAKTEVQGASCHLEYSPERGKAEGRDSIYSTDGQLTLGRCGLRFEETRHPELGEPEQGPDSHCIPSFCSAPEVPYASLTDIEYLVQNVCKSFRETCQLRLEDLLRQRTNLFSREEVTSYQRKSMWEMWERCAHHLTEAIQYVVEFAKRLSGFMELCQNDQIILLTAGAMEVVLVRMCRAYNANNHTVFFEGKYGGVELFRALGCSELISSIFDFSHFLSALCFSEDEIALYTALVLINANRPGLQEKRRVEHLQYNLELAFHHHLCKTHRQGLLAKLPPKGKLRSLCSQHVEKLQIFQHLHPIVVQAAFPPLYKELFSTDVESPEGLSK
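Luminescence from a UAS-regulated Photinus luciferase reporter in stably transfected Drosophila Schneider cells is measured; decreased signal marks ROR gamma inhibition. Fusion expression is induced by 700 uM copper sulfate for 20 hr.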
Menin-MLL TR inh = menin-MLL binding inhibition, Texas Red mutant peptide. 0.23% of 270,000 active. Potency, µM (series often up to 61.6 µM), inactives show at the top dose FP activity change, negative = inhibition, actives largely listed as inhibitors. Menin + Texas Red MLL mutant peptide, fluorescence polarization. O00255. AID 1768; active = well fitted inhibition curve with a large enough effect in the polarisation, with a control signal flat, not every such curve was filed as active; inconclusive = small, poorly fitted or top-dose-only effect, or effect the other way, or a change in a side signal; inactive = no such curve, though single readings can be large or run the other way; the % refers to the polarisation; also: potency is read from the fitted curve at half-maximal effect; % of control where 0% means no effect; many of its hits are not listed in these tables
PKM2 activator = increases activity of human pyruvate kinase M2 | 0.34% of 260,000 active | purified PKM2, Kinase-Glo ATP luminescence, activation; response scale: 0% is enzyme alone, no compound | Potency, µM (series often up to 57.5 µM), for the others: at the top dose activation, most hits filed as activators; also: potency is read from the fitted curve at half-maximal effect; % is scaled to controls: 0 for no effect and ±100 for the full control effect; nearly all actives have a fitted effect of over 55% in size
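ATP formation by purified human PK-M2, quantified via coupled luciferase luminescence after 1 h at room temperature with 0.1 mM ADP and 0.5 mM PEP final.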
ELG1 repair inh = ELG1-dependent DNA repair inhibition. HEK293T ELG1-luciferase reporter, luminescence, 16 h; DNA damage induced by 5-fluorouridine. Potency, µM (series often up to 46.1 µM), inactives show at the highest dose activity change, negative = inhibition, usual class: inhibitors. 2.3% of 330,000 active; also: potency is read from the fitted curve at half-maximal effect; % is scaled to controls: 0 for no effect and ±100 for the full control effect; nearly all actives have a fitted effect of over 55% in size
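Overnight (16 hr) co-exposure of 2,000 cells/well to 5-fluorouridine and compound at 37 °C preceded detection. Luciferase was quantified via ONE-Glo luminescence; loss of signal denotes inhibition.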
NPC1 prom act = NPC1 promoter activation | Huh7 NPC1 promoter luciferase reporter, 24 h | Potency, µM (titrated, usually from 9.22 µM), for the others: at the top dose activation, usual class: activators | 2.4% of 320,000 active | AID 485313;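 also: potency is read from the fitted curve at half-maximal effect; % of control where 0% means no effect; nearly all actives have a fitted effect of over 60% in size; reporter is driven by a mutant NPC1 promoter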
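Readout is luciferase luminescence, reflecting NPC1 promoter activation in stably transfected Huh7 cells after 24 h compound exposure at 37 °C in reduced-serum medium with 10% FBS.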
MBNL1-CUG inh = blocks human MBNL1 binding to CUG repeat RNA | Potency, µM (titrated, usually from 57.5 µM), without a hit: at the highest dose activity change, negative = inhibition, most hits filed as inhibitors | TR-FRET MBNL1-His/biotin-(CUG)12 binding, 665/545 ratio | 0.036% of 280,000 active | AID 2675 | Q9NR56; active = well fitted inhibition curve with a large enough effect in the signal ratio, with a control signal flat, not every such curve was filed as active; inconclusive = small, poorly fitted or top-dose-only effect, or effect the other way, or a change in a side signal; inactive = no such curve, though single readings can be large or run the other way; the % refers to the signal ratio; also: potency is read from the fitted curve at half-maximal effect; % is scaled to controls: 0 for no effect and ±100 for the full control effect
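His-tagged MBNL1 binding to biotinylated (CUG)12 RNA was measured by TR-FRET using terbium anti-His antibody (0.055 ng/ul final) and streptavidin-XL665 (5 nM final). Compounds were titrated 92 nM to 58 uM; 60 min at room temperature.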
Mito fusion act = blocks mitochondrial division or promotes mitochondrial fusion | S. cerevisiae fusion-defective mutant growth rescue, CellTiterGlo 48 h | Potency, µM (top dose mostly 46.1 µM), for the others: at the top dose growth rescue (activation), most hits filed as activators | 0.23% of 320,000 active | AID 485298;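 also: potency is read from the fitted curve at half-maximal effect; % of control where 0% means no effect; nearly all actives have a fitted effect of over 45% in size; temperature-sensitive fusion mutants such as fzo1-1 at 37 °C on non-fermentable ethanol glycerol medium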
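Read-out: ATP-based luminescence (CellTiterGlo, 10 min ambient) reporting growth of fusion-defective ts yeast after 48 hours at 37C on glycerol/ethanol YPEG medium in the presence of compound.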
FLuc counter = inhibits or activates purified firefly luciferase, miR-21 counter-screen; P08659; purified FLuc, Km substrates, luminescence inhibition; Potency, µM (top dose mostly 57.5 µM), for inactives: top-dose activity change, negative = inhibition, most hits filed as inhibitors; 6.9% of 360,000 active; AID 588342;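 also: potency is read from the fitted curve at half-maximal effect; plate controls were vehicle for no effect and reference inhibitor for full effect; nearly all actives have a fitted effect of over 55% in size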
Target sequence (P08659 whole entry, looked up): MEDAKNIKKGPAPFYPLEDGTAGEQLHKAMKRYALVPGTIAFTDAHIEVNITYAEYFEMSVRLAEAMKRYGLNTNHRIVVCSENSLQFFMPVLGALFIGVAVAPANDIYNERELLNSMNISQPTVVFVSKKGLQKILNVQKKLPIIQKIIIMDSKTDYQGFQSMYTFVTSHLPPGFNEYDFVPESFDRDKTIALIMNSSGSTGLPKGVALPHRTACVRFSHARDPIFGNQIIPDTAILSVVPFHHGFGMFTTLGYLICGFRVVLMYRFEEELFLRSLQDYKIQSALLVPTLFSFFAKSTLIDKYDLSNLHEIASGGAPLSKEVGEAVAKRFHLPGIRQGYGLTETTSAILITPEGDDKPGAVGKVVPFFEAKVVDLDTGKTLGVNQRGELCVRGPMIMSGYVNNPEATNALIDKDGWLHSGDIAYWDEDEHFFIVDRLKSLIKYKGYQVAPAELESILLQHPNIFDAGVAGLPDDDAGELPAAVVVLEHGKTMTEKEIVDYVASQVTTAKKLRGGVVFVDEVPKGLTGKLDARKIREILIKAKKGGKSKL
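Purified P. pyralis luciferase (10nM final) with 10uM D-luciferin and 10uM ATP (Km levels) in 50mM Tris acetate pH 7.5, 10mM Mg acetate, 0.01% Tween-20, 0.05% BSA; qHTS 6-point titration, ~60 µM downward; luminescence read.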
KCNH2 3.1 inh = KCNH2 3.1 (human) potassium channel inhibition. activity change, % (tested at about 1.8 µM). U2OS KCNH2 3.1, thallium flux FluxOr; active compounds read low. 0.95% of 340,000 active;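 active = maximum activity change below -70%; inconclusive = maximum activity change from -70% to -50%; inactive = maximum activity change above -50%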;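 also: thallium influx rate constant from kinetic fluorescence after stimulation buffer; % is scaled to controls: 0 for no effect and ±100 for the full control effect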
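Virally transduced U2OS (3.1 isoform, 4 h infection in dark at RT) → overnight 37 C → FluxOr + Red40 in HBSS/HEPES, 45 min → stimulation buffer, 2 min kinetic read → rate constant vs DMSO controls.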
* marks the source's active call; other numbers are inactive results; ? = inconclusive; · = no result given; & = joins results of further samples; [ ] = another dose, or the depositor's remark. Unless noted, calls follow the shape of the dose curve; as a rule, active = well fitted curve in the direction sought with a large enough effect; inconclusive = small, poorly fitted or top-dose-only effect, or another doubt; inactive = no such curve, though single readings can be large; an effect the other way counts as inactive or inconclusive. A portion of the library, so the mix of outcomes need not match the whole.

The line under a structure holds: Rab9 prom act	VP16 counter	RORgamma inh	Menin-MLL TR inh	PKM2 activator	ELG1 repair inh	NPC1 prom act	MBNL1-CUG inh	Mito fusion act	FLuc counter	KCNH2 3.1 inh
CCOC(=O)N1CCN(C(=O)Cc2ccccc2[N+](=O)[O-])CC1
 : -1%	-1%	10%	7%	-3%	-1%	1%	14%	2%	2%	-5
CC(O)C(=O)N/N=C/c1cccc2ccccc12 (stereo not given)
 : -2%	9%	-2%	-1%	0%	?	-3%	?	0%	-15%	5
COc1ccccc1-c1nc(=S)c(C(C)=O)c(C)[nH]1
 : 1%	?	5.6µM*	·	-5%	2%	-5%	-1%	0%	2%	3
Cc1cc(-c2csc(NC(=O)c3ccc(=O)[nH]c3)n2)c(C)n1Cc1ccco1
 : -1%	-7%	-6%	·	10µM*	1%	1%	-15%	-1%	-6%	16
Nc1nonc1-n1nnc(C(=O)N/N=C/c2ccccc2Cl)c1CN1CCOCC1
 : -7%	1%	7%	·	·	3%	-3%	10%	-19%	-4%	-10
COc1cccc(C2C(C(=O)c3cc4ccccc4o3)=C(O)C(=O)N2c2cc(C)on2)c1OC (stereo not given)
 : 2%	-3%	23%	?	1%	17%	-2%	?	5%	-12%	-2
OCC1(Cc2ccccc2C(F)(F)F)CCN(Cc2ccccc2)CC1
 : -9%	-7%	3%	-10%	1%	-2%	-2%	3%	-4%	-1%	-3
COc1ccccc1C(=O)NC(CCSC)C(=O)OCC(=O)c1ccc[nH]1 (stereo not given)
 : -5%	18%	18%	6%	0%	8%	-1%	·	0%	-6%	20
Cc1ccc(Nc2nc(CSc3nnc(-c4ccccc4)n3C)cs2)cc1
 : ?	-29%	-105%	-5%	0%	?	?	13%	16%	1.2µM*	-10
Cn1c(=O)n(CCOc2ccc([N+](=O)[O-])cc2)c2ccccc21
 : 11%	-6%	11%	·	?	20%	15%	13%	4%	?	-4
COc1ccccc1N(C(=O)c1snc(C(N)=O)c1N)C(C(=O)NC1CCCC1)c1ccc2ncccc2c1 (stereo not given)
 : -2%	-2%	23%	3%	1%	-5%	12%	12%	1%	-1%	6
Cc1sc2ncnc(N[C@@H](Cc3c[nH]c4ccccc34)C(=O)O)c2c1C
 : -1%	4%	16%	-11%	8%	-1%	-3%	-12%	-1%	8%	-5
COC(=O)c1ccc(N=Nc2ccccc2)cc1
 : ?	-10%	-19%	20%	-3%	?	14%	17%	9%	5.4µM*	0
CC(=O)N1CCN(c2nc(-c3ccco3)c3c(c2C#N)CC(C)(C)SC3)CC1
 : -1%	8%	-33%	?	2%	?	6%	9%	8%	1%	8
CSc1nnc(-c2cc3c(-c4ccccc4)nn(C)c3s2)n1C
 : -1%	-11%	-2%	·	0%	?	0%	-2%	8%	3%	1
Clc1cccc(OCc2nc(-c3ccncc3)n[nH]2)c1
 : -9%	-9%	29%	6%	1%	4%	-2%	-1%	3%	-11%	17
CCCOc1ccc(S(=O)(=O)N2CCOCC2)cc1[N+](=O)[O-]
 : 2%	-13%	11%	20%	4%	-8%	0%	14%	6%	1%	-3
Nc1ccc(C(=O)OCC(=O)c2cccc([N+](=O)[O-])c2)cc1
 : 12%	4%	11%	?	15%	16%	2%	?	1%	24µM*	-15
COc1ccc(-n2c(-c3ccco3)nc3c(cnn3-c3ccccc3C)c2=O)cc1
 : -2%	-1%	33%	·	2%	?	0%	2%	-6%	-3%&-8%	14
Cc1cccc(N2CCN(C(=O)c3ccc4nc(N5CCCCC5)sc4c3)CC2)c1C
 : -6%	7%	-27%	·	-1%	23µM*	-4%	-2%	3%	-15%	-6
S=c1[nH]nc(-c2cccc(Cl)c2)n1Cc1ccccc1
 : -1%	2.5µM*	2.5µM*	2%	7%	25%	0%	·	27%	-8%	2
O=C(O)c1ccc(N=NN2CCCCC2)cc1
 : 1.3µM*	?	?	-2%	1%	?	?	-8%	-1%	11µM*	10
CCOc1cc(N2CCOCC2)c(OCC)cc1NC(=O)c1c(C)noc1C
 : 1%	·	·	·	·	-22%	-1%	·	6%	5%	8
Cc1ccc(-c2cc(-c3ccccc3)[nH]c(=S)c2C#N)cc1
 : -2%	?	?	?	13%	11%	-2%	125%[activator]	2%	-3%	-5
Cc1cc(-c2ccc(/C=N/n3cnnc3)o2)c(C)c([N+](=O)[O-])c1
 : 8%	?	18%	28%	·	13%	6%	?	5%	-13%	-6
CCOC(=O)CSc1nnc(-c2cccnc2)n1C
 : -8%	-12%	-16%	3%	0%	5%	-3%	2%	2%	0%	-5
CC(C)CC(NS(=O)(=O)c1ccc2c(c1)oc(=O)n2C)C(=O)NCc1cccnc1 (stereo not given)
 : -5%	-3%	-28%	3%	-2%	0%	-1%	-2%	-8%	0%	-1
Cc1ccc(/C=N/n2c(COc3ccccc3)n[nH]c2=S)o1
 : -5%[1.84 µM]	8%[10 µM]	?	18%	2%	-13%	-3%	?	-10%	0%	18
COc1ccc(CC(=O)OCC(=O)NCc2ccccc2Cl)cc1
 : -3%	1%	28%	2%	-2%	-1%	-3%	-18%	-5%	-2%	-6
COc1cc(C=O)cc(OC)c1OS(=O)(=O)c1ccc(NC(C)=O)cc1
 : -4%	-8%	-1%	29%	-2%	-9%	-9%	-4%	1%	1%	-5
Cc1nc(N2CCN(S(=O)(=O)c3ccccc3)CC2)c2c3c(sc2n1)CC(C)CC3 (stereo not given)
 : -5%	-9%	5%	6%	-2%	?	0%	0%	0%	-7%	4
Cn1c(=O)c2c(nc(Sc3ncccn3)n2Cc2ccc(Cl)cc2)n(C)c1=O
 : 2%	16µM*	-39%	-9%	-5%	16µM*	0%	3%	1%	0%	3
Cc1nn(Cc2cccc(C(=O)NC34CC5CC(CC(C5)C3)C4)c2)c(C)c1Br
 : 0%	3%	?	-2%	-16%	23µM*	-3%	-5%	?	-9%	-22
Cc1cccc(NC2=NC(=S)N(c3cccc(C(=O)O)c3)C23CCCCC3)c1
 : 2%	0%[10 µM]	3%	8%	-5%	0%	-3%	-7%	3%	-5%	-4
Cc1ccc(NC2=C(N3CCOCC3)C(=O)c3ccccc3C2=O)cc1
 : -1%	-1%[0.365 µM]	?	-5%	7%	?	11%	?	-6%	9.5µM*	-1
COc1cc(=O)n(C)c2c(OCC(O)C(C)(C)O)cccc12 (stereo not given)
 : -5%	25%	-13%	4%	·	11%	1%	·	0%	5%	-2
COc1ccc(NC(=S)N2CCN(C(c3ccccc3)c3ccccc3)CC2)cc1OC
 : 0%	13µM*	8.9µM*	-3%	0%	?	-2%	?	19%	1%	4
O=C(CO/N=C\c1ccccc1)Nc1ccccc1C(=O)N1CCOCC1
 : -3%	-7%	?	15%	0%	-12%	0%	6%	0%	-1%	6
NC1=NC(=O)/C(=C/c2ccc(Cl)cc2Cl)S1
 : 12%	2%	3%	34%[activator]	·	16%	-1%	-2%	3%	-14%	-29
O=C(COc1cccc(Cl)c1)Nc1ccc2c(c1)CCC2
 : 13%	?	-27%	0%	-17%	?	12%	·	3%	?	9
COC(=O)c1ccccc1NC(NC(=O)c1ccco1)C(=O)c1ccccc1 (stereo not given)
 : -1%	0%	?	100%[activator]	?	-3%	-2%	0%	2%	1%	-8
CC(C)Cc1nnc(NC(=O)c2cccc(S(=O)(=O)N3CCOCC3)c2)s1
 : 2%	·	·	·	·	2%	-1%	·	2%	-10%	3
CN1CCN(NC(=O)c2ccc(Cl)s2)CC1
 : -9%	-3%	-3%	-10%	5%	0%	0%	-3%	-1%	-2%	8

Screens as filed in PubChem.
